Screening data deposited in PubChem BioAssay by National Center for Advancing Translational Sciences (NCATS).
VP16 counter: inhibits Gal4-VP16 luciferase reporter, ROR gamma counter-screen | Drosophila S2 Gal4-VP16 UAS-luciferase, luminescence, 20 h | Potency, µM (highest dose often 53.6 µM), for the others: at the highest dose activity, negative = inhibition, usual class: inhibitors | 310,000 tested, 3.5% active | AID 2546;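 also: Gal4-VP16 expression switched on by copper sulfate through the metallothionein promoter; nearly all actives have a fitted effect of over 50% in size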
RORgamma inh: blocks mouse ROR gamma transcriptional activity | AID 2551 | 310,000 tested, 5.4% active | Potency, µM (titrated, usually from 53.6 µM), without a hit: at the highest dose activity change, negative = inhibition, usual class: inhibitors | Drosophila S2 Gal4-RORgamma UAS-luciferase reporter, 20 h; also: nearly all actives have a fitted effect of over 60% in size
Target sequence (P51450 whole entry, looked up, the tested form may be a part): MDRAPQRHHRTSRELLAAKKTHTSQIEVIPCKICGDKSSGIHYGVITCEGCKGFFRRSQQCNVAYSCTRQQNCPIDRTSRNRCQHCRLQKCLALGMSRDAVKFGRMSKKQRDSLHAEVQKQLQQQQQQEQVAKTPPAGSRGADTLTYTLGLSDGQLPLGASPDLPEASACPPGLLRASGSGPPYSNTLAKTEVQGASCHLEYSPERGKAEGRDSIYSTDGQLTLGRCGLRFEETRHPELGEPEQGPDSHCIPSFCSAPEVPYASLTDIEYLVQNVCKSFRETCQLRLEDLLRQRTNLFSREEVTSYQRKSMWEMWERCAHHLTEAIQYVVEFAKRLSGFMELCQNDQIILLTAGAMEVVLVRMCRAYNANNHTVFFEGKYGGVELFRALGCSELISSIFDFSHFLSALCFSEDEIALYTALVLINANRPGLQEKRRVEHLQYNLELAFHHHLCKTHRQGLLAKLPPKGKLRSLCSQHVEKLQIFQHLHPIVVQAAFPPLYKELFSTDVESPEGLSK
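Luminescence from a UAS-regulated Photinus luciferase reporter in stably transfected Drosophila Schneider cells is measured; decreased signal marks ROR gamma inhibition. Fusion expression is induced by 700 uM copper sulfate for 20 hr.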
The depositor's hits bear a star; & = joins results of further samples; ! = not confirmed by another sample; [ ] = remark or other dose. Calls follow the shape of the dose curve; as a rule, active = well fitted curve in the direction sought with a large enough effect; inconclusive = small, poorly fitted or top-dose-only effect, or another doubt; inactive = no such curve, though single readings can be large; an effect the other way counts as inactive or inconclusive. % is scaled to controls: 0 for no effect and ±100 for the full control effect; potency is read from the fitted curve at half-maximal effect. A portion of the library; count on the stated rates, not on these rows.

CC(C)NC(=O)N1CCCC2(CCN(C(=O)c3cccc(F)c3)CC2)C1 was read as VP16 counter -7% and RORgamma inh 10%.
COc1ccc(C(=O)N2CCC3(CC2)CN(C(=O)NC(C)C)C3)cc1 was read as VP16 counter 4% and RORgamma inh -15%.
`CN(C)c1ncc2nc(-c3ccccc3)c(=O)n(C3CC3)c2n1` gave VP16 counter -11% and RORgamma inh -3%.
Cc1ccc(C#N)cc1 was read as VP16 counter -1% and RORgamma inh 20%.
Screening c1ccc(-c2ccc(OCCN3CCCC3)cc2)cc1 returned VP16 counter -6% and RORgamma inh 1%.
Screening CC(C)C[C@H](NC(=O)[C@H](CCCCN)NC(=O)[C@H](CCCNC(=N)N)NC(=O)[C@H](C)NC(=O)[C@H](CO)NC(=O)[C@H](CCCCN)NC(=O)[C@H](CCCNC(=N)N)NC(=O)[C@H](C)NC(=O)CNC(=O)[C@@H](NC(=O)[C@H](Cc1ccccc1)NC(=O)CNC(=O)CNC(=O)[C@@H](N)Cc1ccccc1)[C@@H](C)O)C(=O)N[C@@H](C)C(=O)N[C@@H](CC(N)=O)C(=O)N[C@@H](CCC(N)=O)C(=O)O returned VP16 counter -7% and RORgamma inh 15%.
`COc1cc(O)c2c(c1)O[C@H](c1ccccc1)CC2=O` gave VP16 counter -6% and RORgamma inh 2%.
For CC(=O)Oc1cc(OC(C)=O)c2c(=O)cc(-c3ccc(OC(C)=O)c(OC(C)=O)c3)oc2c1 the results were VP16 counter 35µM* and RORgamma inh inconclusive.
For COc1ccc(-c2ccc(C(C)=O)cc2)cc1C1C2C=CCCC2(C)C(=O)N1Cc1ccccc1 (stereo unspecified) the results were VP16 counter -10% and RORgamma inh 29%.
Screening COC1[C@H](OC(N)=O)C(O)[C@H](Oc2ccc3c(O)c(NC(=O)c4ccc(O)c(CC=C(C)C)c4)c(=O)oc3c2C)OC1(C)C (stereo partly specified) returned VP16 counter -1% and RORgamma inh -16%.
`CN(C)c1ccc(-c2cc(-n3ccnc3)ncn2)cc1` gave VP16 counter -5% and RORgamma inh -25%.
Screening O=C(c1csnn1)N1CCC2(CCN(Cc3cc(C(F)(F)F)cc(C(F)(F)F)c3)CC2)CC1 returned VP16 counter 2% and RORgamma inh -9%.
For O=C(c1cnccn1)N1CCC2(CC1)CN(c1ccccn1)C2 the results were VP16 counter 9% and RORgamma inh -23%.
For CCCCC[C@H](O)/C=C/[C@H]1C=CC(=O)[C@@H]1CCCCCCC(=O)O the results were VP16 counter 3% and RORgamma inh inconclusive.
CC(Nc1oc(-c2ccccc2)nc1-c1cccc2ccccc12)c1ccccc1 (stereo unspecified) was read as VP16 counter -2% and RORgamma inh 27%.
`CCOC(=O)N/N=C1/C[C@@H](O)[C@@H](O)[C@@H]2[C@@H]3C(=O)N(Cc4ccccc4)C(=O)[C@H]3CC[C@H]12` gave VP16 counter 3%[10 µM] and RORgamma inh -19%[10 µM].
For CCOC(=O)N1CCN([N+]([O-])=NOc2cc(O/N=[N+](\[O-])N(C)C)c([N+](=O)[O-])cc2[N+](=O)[O-])CC1 the results were VP16 counter -1% and RORgamma inh 24%.
For O=C(Nc1cccc(F)c1)N1CC[C@@]2(CCCN(C(=O)c3cccc(F)c3)C2)C1 the results were VP16 counter -2% and RORgamma inh -7%.
Screening O=C(Oc1ccccc1)N1CCC2(CC1)CN(c1ncccn1)C2 returned VP16 counter inconclusive and RORgamma inh 4%.
CN1CCN(c2ncc3nc(-c4ccc(Cl)cc4)c(=O)n(C4CC4)c3n2)CC1 was read as VP16 counter -13% and RORgamma inh 14%.
Screening COc1cccc(Cn2c(=O)c(-c3ccc(F)cc3)nc3cnc(N4CCNCC4)nc32)c1 returned VP16 counter -20% and RORgamma inh -10%.
`CS(=O)(=O)N1CCC[C@@]2(CCN(C(c3ccccc3)c3ccccc3)C2)C1` gave VP16 counter 1% and RORgamma inh -4%.
For CC[C@H](C)[C@H](NC(=O)[C@H](CCC(=O)O)NC(=O)[C@H](CC(N)=O)NC(=O)[C@@H](N)[C@@H](C)O)C(=O)N[C@H](C(=O)N[C@@H](CCC(=O)O)C(=O)N[C@@H](CCC(=O)O)C(=O)N[C@@H](CCC(N)=O)C(=O)N[C@@H](Cc1ccc(O)cc1)C(=O)N[C@H](C(=O)N1CCC[C@H]1C(=O)N[C@@H](CCC(N)=O)C(=O)N[C@@H](CO)C(=O)N[C@@H](CC(C)C)C(=O)N[C@@H](C)C(=O)N[C@H](C(=O)N[C@@H](CC(C)C)C(=O)N[C@@H](CCC(=O)O)C(=O)N[C@@H](CO)C(=O)N[C@H](C(=O)N[C@@H](Cc1ccccc1)C(=O)N[C@@H](CCC(N)=O)C(=O)N[C@@H](CCC(=O)O)C(=O)N[C@@H](CC(C)C)C(=O)NCC(=O)N[C@@H](CCCCN)C(=O)N[C@@H](CC(C)C)C(=O)N[C@H](C(=O)NCC(=O)N1CCC[C@H]1C(=O)N[C@@H](CC(N)=O)C(=O)N[C@@H](CO)C(=O)N[C@@H](CCC(N)=O)C(=O)O)[C@@H](C)O)C(C)C)[C@@H](C)O)[C@@H](C)O)C(C)C the results were VP16 counter -4% and RORgamma inh 3%.
Screening CCC(=O)O[C@@]1(C(=O)CCl)[C@@H](C)C[C@@H]2[C@H]3CCC4=CC(=O)C=C[C@@]4(C)[C@]3(F)[C@@H](O)C[C@@]21C returned VP16 counter 9%[17 µM] and RORgamma inh inconclusive.

Among those listed so far, two contain sulfur:
Screening O=C(c1csnn1)N1CCC2(CCN(Cc3cc(C(F)(F)F)cc(C(F)(F)F)c3)CC2)CC1 returned VP16 counter 2% and RORgamma inh -9%.
`CS(=O)(=O)N1CCC[C@@]2(CCN(C(c3ccccc3)c3ccccc3)C2)C1` gave VP16 counter 1% and RORgamma inh -4%.

Compounds above containing an aryl methoxy group (four):
COc1ccc(C(=O)N2CCC3(CC2)CN(C(=O)NC(C)C)C3)cc1 was read as VP16 counter 4% and RORgamma inh -15%.
`COc1cc(O)c2c(c1)O[C@H](c1ccccc1)CC2=O` gave VP16 counter -6% and RORgamma inh 2%.
For COc1ccc(-c2ccc(C(C)=O)cc2)cc1C1C2C=CCCC2(C)C(=O)N1Cc1ccccc1 (stereo unspecified) the results were VP16 counter -10% and RORgamma inh 29%.
Screening COc1cccc(Cn2c(=O)c(-c3ccc(F)cc3)nc3cnc(N4CCNCC4)nc32)c1 returned VP16 counter -20% and RORgamma inh -10%.

Carrying on:
COC(=O)C1(C)C=C2C(=C(c3ccccc3)C(=O)C2C)CN1 (stereo unspecified) was read as VP16 counter 25% and RORgamma inh 2%.
`N[C@H](C(=O)O)c1ccc(C(=O)O)cc1` gave VP16 counter 0% and RORgamma inh -1%.
CCCNC(=O)OC[C@@H]1O[C@H](CCO/N=C(\C)CCN2CCCCc3nc(C)c(C)cc32)C=C[C@@H]1Oc1ccc(OC)cc1 was read as VP16 counter 3%[10 µM] and RORgamma inh 5%[10 µM].
`CC(=O)Oc1cccc(C)c1` gave VP16 counter -7%&5% and RORgamma inh -1%&22%.
C/C(CCC(=O)OC[C@@H]1O[C@H](C#Cc2ccccc2)C=C[C@@H]1Oc1ccc(C)cc1)=N/O[C@@H](C)c1cc(-c2c(C)cc(C)cc2C)no1 was read as VP16 counter 2%[10 µM] and RORgamma inh 3%[10 µM].
O=C(NCCN1CCOCC1)C1(C(F)(F)F)CC(CCCO)CCCO1 (stereo unspecified) was read as VP16 counter -5% and RORgamma inh 17%.
O=c1c(CCc2ccccc2)nc2cnc(N3CCNCC3)nc2n1Cc1ccc(F)cc1 was read as VP16 counter inconclusive and RORgamma inh 4.5µM*.
`CC(C)C[C@@H](CC(=O)N[C@@H](CCC(=O)O)CC(=O)O)NC(=O)[C@@H]1CCCC[C@H]1NC(=O)C[C@H](CCCN)NC(=O)C[C@H](Cc1c[nH]c2ccccc12)NC(=O)[C@@H]1CCCC[C@H]1N` gave VP16 counter -4% and RORgamma inh -9%.
CCc1ccc2c(O)c3c(cc2c1C(=O)OC)C(=O)c1c(O)ccc(O)c1C3=O was read as VP16 counter -10% and RORgamma inh 2%.
`COc1ccc(Oc2ncc3ncc(=O)n(-c4ccc(OC)cc4)c3n2)cc1` gave VP16 counter -4% and RORgamma inh -27%.
`COC(=O)NC(/C(C(=O)OC)=C(\C)NCc1ccccc1)c1cccs1` (stereo unspecified) gave VP16 counter -12%[10 µM] and RORgamma inh -7%[10 µM].
`NC(=O)c1ccc[n+]([C@@H]2O[C@H](COP(=O)([O-])OP(=O)(O)OC[C@H]3O[C@@H](n4cnc5c(N)ncnc54)[C@@H](O)[C@@H]3O)[C@@H](O)[C@@H]2O)c1` gave VP16 counter -1%[17 µM] and RORgamma inh -2%[2.98 µM].
`Cc1ccc(C)c(-c2ccc(C(=O)O)o2)c1` gave VP16 counter -2%[96.6 µM] and RORgamma inh 13µM*.
Screening COc1cccc(-c2cncnc2N(C)Cc2ccco2)c1 returned VP16 counter -7% and RORgamma inh 1%.
For COCCn1c(=O)c(C)nc2cnc(OCc3ccccc3)nc21 the results were VP16 counter -12% and RORgamma inh 5%.
Screening CC(=O)C1=C(O)C=C2Oc3c(C(C)=O)c(O)c(C)c(O)c3C2(C)C1=O (stereo unspecified) returned VP16 counter 6% and RORgamma inh 12%.
`CN[C@@H](CCCN=C(N)N)C(=O)N[C@@H](CCCCN)C(=O)N1CCC[C@H]1C(=O)N[C@@H](Cc1c[nH]c2ccccc12)C(=O)N[C@H](C(=O)N[C@H](CC(C)C)C(=O)O)C(C)(C)C` gave VP16 counter 20% and RORgamma inh -3%.
Screening c1ccc(-c2cccc(N3CCCC4(CCNCC4)C3)c2)cc1 returned VP16 counter -1% and RORgamma inh inconclusive.
Screening COc1ncc2nc(C)c(=O)n(C[C@H]3CCCO3)c2n1 returned VP16 counter 3% and RORgamma inh -8%.
`COC(=O)[C@@]1(C)C=C[C@@H](Cc2ccccc2)N1C(C)=O` gave VP16 counter -2% and RORgamma inh -14%.
Nc1ncnc2c1nc(Br)n2C1OC(CO)C(O)C1O (stereo unspecified) was read as VP16 counter -10% and RORgamma inh -2%.
For O=c1cnc2cnc(Nc3ccccc3)nc2n1Cc1ccc(F)cc1 the results were VP16 counter inconclusive and RORgamma inh -25%.
For CC[C@H](NC(=O)[C@H](CCCN=C(N)N)NC(=O)[C@H](Cc1c[nH]c2ccccc12)NC(=O)[C@@H](N)CS)C(=O)N[C@@H](CCCN=C(N)N)C(=O)N[C@@H](Cc1ccc(O)cc1)C(N)=O the results were VP16 counter -13% and RORgamma inh 12%.
For FC(F)(F)c1ccccc1-c1nccc(N2CCNCC2)n1 the results were VP16 counter -3% and RORgamma inh -26%.
Screening COc1cc(O)c2c(c1)oc(=O)c1c3cc(O)c(O)cc3oc21 returned VP16 counter inconclusive and RORgamma inh 13µM*!.
Screening COc1ccc(-n2c(=O)c(CCc3ccccc3)nc3cnc(N(C)C)nc32)cc1 returned VP16 counter 1% and RORgamma inh 16%.
For O=C(c1ccncc1)N1CCC2(CCCN(C(c3ccccc3)c3ccccc3)C2)CC1 the results were VP16 counter -5% and RORgamma inh 30%.
`Cn1c(=O)c(-c2ccc(Cl)cc2)nc2cnc(Oc3ccccc3)nc21` gave VP16 counter -16% and RORgamma inh 3%.
For CC(=O)OC1C[C@@]2(C)C(c3ccoc3)OC(=O)C3O[C@@]32[C@]2(C)C(OC(C)=O)CC3C(C)(C)C(OC(C)=O)CC(OC(C)=O)[C@@]3(C)C12 (stereo partly specified) the results were VP16 counter -3% and RORgamma inh 17%.
For CCCCc1c(O)n(-c2ccccc2)[nH]c1=O the results were VP16 counter 8% and RORgamma inh -13%.
For C#CCCCO/N=C1/C[C@@H](O)[C@@H](O)[C@@H]2[C@@H]3C(=O)N(C4CCCCC4)C(=O)[C@H]3CC[C@H]12 the results were VP16 counter -3%[10 µM] and RORgamma inh -2%[10 µM].
`CCNc1ncc2nc(-c3ccc(Cl)cc3)c(=O)n(C3CC3)c2n1` gave VP16 counter -10% and RORgamma inh 3%.
For O=C(c1cccc(F)c1)N1CCC2(CC1)CCN(c1ccccc1)CC2 the results were VP16 counter -8% and RORgamma inh 23%.
Screening N[C@@H](Cc1cc(-c2ccc(Cl)cc2Cl)cc(CP(=O)(O)O)c1O)C(=O)O returned VP16 counter 2% and RORgamma inh -13%.
For CCCC/C=C/C(NC(=O)c1ccc(C(F)(F)F)cc1)c1ccccc1 (stereo unspecified) the results were VP16 counter -18% and RORgamma inh -27%.
`COc1cccc(Cn2c(=O)c(-c3cccs3)nc3cnc(OC)nc32)c1` gave VP16 counter 0% and RORgamma inh -24%.
For CC[Si](CC)(CC)O[C@H]([C@@H](C)COCOC)[C@@H](C)COCc1ccc(OC)cc1 the results were VP16 counter -4% and RORgamma inh 17%.
For CCN(CC)CCC(=O)N1c2ccccc2Sc2ccc(C(F)(F)F)cc21 the results were VP16 counter -4% and RORgamma inh -1%.
For O=C(c1cccc(F)c1)N1CCC[C@@]2(CCN(Cc3ccncc3)C2)C1 the results were VP16 counter -1% and RORgamma inh -2%.
Screening CCCCC(C=O)NC(=O)C(CC(C)C)NC(=O)OCc1ccccc1 (stereo unspecified) returned VP16 counter -18% and RORgamma inh 10%.
